# Screening results deposited in PubChem BioAssay by several laboratories.
# SV40 large T antigen: SV40 large T antigen inhibitors, biochemical (AID 1903). SV40 large T antigen ATPase/helicase inhibition assay; higher % means a stronger effect. one-dose inhibition, % at 20 µM; IC50 in µM for titrated hits. 310,000 tested, 0.39% active; in the data active means a potency from the dose series; inconclusive means inhibition mostly from about 32% at the one dose, without a potency; inactive means the rest, 99 in 100 with inhibition below about 32%; further: strong numbers were not always called active
# MgcRacGAP inhibition: MgcRacGAP GTPase-activating activity inhibitors, confirmation, biochemical, ADP Hunter fluorescence; MgcRacGAP-stimulated Rac1 GTP hydrolysis, ADP Hunter fluorescence; higher % means a stronger effect; GST-tagged Rac1 F28L mutant substrate; one-dose inhibition, % at 30 µM; IC50 in µM for titrated hits; 340,000 tested, 0.6% active; AID 624330;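 active means first-screen hits whose inhibition reached a set limit at any dose in the follow-up dose series; inconclusive means inhibition above the set first-screen limit but never retested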;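 further: fluorescence reports GDP produced by GAP-driven GTP hydrolysis; strong numbers were not always called active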
# HIV peptide binding: inhibitors of HIV fusion peptide binding, primary screen, biochemical, uHTS, fluorescence dequenching (AID 1986) | cell-free peptide binding, fluorescence dequenching, 30 min; higher % means a stronger effect | inhibition, % at 20 µM; hits with a dose series show IC50 in µM | 290,000 tested, 0.3% active; in the data active means inhibition mostly above about 52%, no sharp cut-off; inactive means mostly below about 76%; further: some results filed as inactive read as strong as hits
# LYP inhibition: inhibitors of LYP phosphatase, biochemical, fluorescence intensity, uHTS (AID 1779); recombinant LYP phosphatase, fluorescence intensity; higher % means a stronger effect; one-dose inhibition, % at 11.5 µM; IC50 in µM for titrated hits; 290,000 tested, 0.054% active; in the data active means inhibition above about 50%;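 further: plate controls were vehicle with enzyme for no effect and no enzyme for full effect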
# Dengue-2 NS5 capping: flavivirus cap methylation enzyme inhibition – biochemical, confirmation dose response, primary screen (AID 588689). Dengue-2 NS5 methyltransferase capping enzyme assay, biochemical; higher % means a stronger effect. 340,000 tested, 0.3% active. inhibition, % at 25 µM, or IC50 in µM where a hit was titrated; in the data active means a potency from the dose series; inconclusive means inhibition above about 29% without an active follow-up result
# XIAP displacement: small molecules displacing peptide from XIAP – biochemical, IAP family, fluorescence polarization (AID 1018); XIAP BIR domain, fluorescence polarization peptide displacement; higher % means a stronger effect; displacement, % at 20 µM, or IC50 in µM where a hit was titrated; 200,000 tested, 0.007% active; in the data active means displacement above about 50%; further: a part of the inactive calls stands beside numbers as strong as those of hits
# AID2073: disruptors of CaV2.2 binding to Mint1 – biochemical, HTRF (AID 2073) | HTRF protein-protein interaction, Mint1-CaV2.2; higher % means a stronger effect | inhibition, % at 20 µM, or IC50 in µM where a hit was titrated | 290,000 tested, 0.19% active; in the data active means inhibition mostly above about 51%, no sharp cut-off; inconclusive means no clear call, values can overlap the other calls; inactive means mostly below about 53%; further: some results filed as inactive read as strong as hits
# RSV antiviral HEp-2: RSV antiviral activity via CPE protection, HEp-2 cells, primary 10 µM value included (AID 2391). HEp-2 cells, RSV-induced CPE inhibition; higher % means a stronger effect. CPE inhibition, % at 10 µM; hits with a dose series show IC50 in µM. 310,000 tested, 0.13% active; in the data active means a potency from the dose series; inconclusive means CPE inhibition mostly from about 23% at the one dose, without a potency; inactive means the rest, 99 in 100 with CPE inhibition below about 21%; further: strong numbers were not always called active
# SIAH1 antagonists: Siah-1 peptide-binding antagonists, primary screen, biochemical, fluorescence polarization, rhodamine-plectin, uHTS (AID 1817); one-dose displacement, % at 20 µM; IC50 in µM for titrated hits; Siah-1 / rhodamine-plectin peptide fluorescence polarization; higher % means a stronger effect; 290,000 tested, 0.02% active;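 active means displacement of at least 50% at 20 µM, with a fluorescence ratio check between 0.3 and a set limit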;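 further: plate controls were Siah plus tracer with DMSO for no effect and tracer alone without Siah for full effect; strong numbers were not always called active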
# Dengue-2 NS5 capping pilot replicate: further read-out of Dengue-2 NS5 capping, marked with its call; inhibition, %; measured here: pilot screen replicate inhibition
# Starred values were filed as active, the others as inactive; ? = inconclusive; / = no result given.
SMILES,SV40 large T antigen,MgcRacGAP inhibition,HIV peptide binding,LYP inhibition,Dengue-2 NS5 capping,XIAP displacement,AID2073,RSV antiviral HEp-2,SIAH1 antagonists,others
CCOc1cc(/C=N/NC(=O)c2cc(-c3cccnc3)nc3ccccc23)ccc1O,28.1%,14.1%,-0.1%,6.7%,3.0%,-4.2%,21.4%,3.6%,-2.3%,
C=CCn1c(SCc2ccc(OC)cc2)nnc1-c1cccnc1,4.1%,9.2%,1.0%,-1.7%,-1.9%,-4.4%,3.4%,0.6%,-5.6%,Dengue-2 NS5 capping pilot replicate=-4.9
CC1CC(C)CN(CC(O)COCCOc2ccc(Br)cc2)C1 (stereo not drawn),18.2%,7.4%,2.8%,3.6%,3.6%,-5.4%,-0.5%,-0.7%,-6.0%,
COCCN(C(=O)c1cccc(-n2cnnn2)c1)c1c(N)n(CC(C)C)c(=O)[nH]c1=O,15.6%,6.0%,/,/,-2.9%,/,/,-1.2%,/,
Cc1ccc([N+](=O)[O-])c(OCCN2CCC(Cc3ccccc3)CC2)c1,8.0%,26.7%,-1.5%,-9.1%,4.5%,-2.5%,-5.4%,-2.7%,1.5%,
Cc1cccc(OCCCC(=O)Nc2nc3ccccc3[nH]2)c1,11.9%,7.1%,-1.4%,-3.2%,-8.9%,-5.6%,7.2%,2.2%,1.3%,
CCN1C(=O)[C@H]2[C@@H](c3ccc(C)cc3)N3C(=O)N(c4cccc(Br)c4)C(=O)[C@@]3(Cc3ccccc3)[C@H]2C1=O,4.2%,-5.1%,/,/,4.8%,/,/,7.9%,/,
C/C(CCc1ccc2c(c1)OCO2)=N\N=C1\NC(=O)CC(C(=O)Nc2ccccc2F)S1 (stereo not drawn),4.6%,2.3%,-0.7%,-4.2%,-3.4%,-4.1%,5.0%,-0.1%,-1.5%,
O=C(C1CCC(CNS(=O)(=O)c2cccs2)CC1)N1CCN(c2ccc(F)cc2)CC1 (stereo not drawn),6.4%,2.2%,-1.1%,-7.7%,-7.9%,/,6.3%,6.9%,1.3%,
O=C(CN1C(=O)COc2ccccc21)NCCN1CCc2ccccc2C1,3.4%,-0.4%,-0.8%,-7.4%,1.0%,-2.1%,2.9%,1.2%,-1.0%,

# As a working copy, some entries already given:
SMILES,SV40 large T antigen,MgcRacGAP inhibition,HIV peptide binding,LYP inhibition,Dengue-2 NS5 capping,XIAP displacement,AID2073,RSV antiviral HEp-2,SIAH1 antagonists,others
CCOc1cc(/C=N/NC(=O)c2cc(-c3cccnc3)nc3ccccc23)ccc1O,28.1%,14.1%,-0.1%,6.7%,3.0%,-4.2%,21.4%,3.6%,-2.3%,
C=CCn1c(SCc2ccc(OC)cc2)nnc1-c1cccnc1,4.1%,9.2%,1.0%,-1.7%,-1.9%,-4.4%,3.4%,0.6%,-5.6%,Dengue-2 NS5 capping pilot replicate=-4.9
CC1CC(C)CN(CC(O)COCCOc2ccc(Br)cc2)C1 (stereo not drawn),18.2%,7.4%,2.8%,3.6%,3.6%,-5.4%,-0.5%,-0.7%,-6.0%,

# Next section.
SMILES,SV40 large T antigen,MgcRacGAP inhibition,HIV peptide binding,LYP inhibition,Dengue-2 NS5 capping,XIAP displacement,AID2073,RSV antiviral HEp-2,SIAH1 antagonists,others
CCCCn1c(N)c(N(CC(C)C)C(=O)c2ccc(OCc3c(C)noc3C)cc2)c(=O)[nH]c1=O,15.1%,6.7%,/,/,-2.9%,/,/,-2.0%,/,
COc1cccc(C2CC(c3cccc(Br)c3)n3nc(N)nc3N2)c1 (stereo not drawn),5.2%,2.9%,-1.5%,1.3%,3.6%,5.5%,-2.1%,1.7%,4.4%,
O=C(Nc1cccc(O)c1)c1cc(-c2ccco2)on1,12.8%,12.6%,2.5%,-8.3%,-4.2%,-8.1%,3.1%,-0.7%,-5.6%,
Cc1cc(C)c2c(c1)N[C@H](c1cccs1)[C@@H]1CCO[C@H]21,12.5%,3.8%,-0.1%,-3.9%,-3.1%,/,0.1%,0.6%,6.4%,
O=C(NCCNc1nccc(C(F)(F)F)n1)c1cccc(C(F)(F)F)c1,6.3%,5.3%,-1.3%,-2.7%,-0.8%,/,-3.4%,1.6%,1.9%,
COc1ccc(OC)c(-c2cc(C3CCN(c4cc(Cl)nc(N)n4)CC3)[nH]n2)c1,5.6%,10.9%,-1.5%,-1.8%,-0.6%,-3.9%,5.7%,1.0%,1.0%,
CC(C)CNC(=O)CN(C1CCCCC1)S(=O)(=O)c1ccccc1,4.4%,4.9%,5.0%,-0.5%,4.1%,-5.5%,4.4%,0.2%,2.1%,
Cc1noc(C)c1S(=O)(=O)N1CCC(C(=O)N2CCN(C(=O)c3ccco3)CC2)CC1,0.7%,6.8%,-2.8%,-11.8%,0.8%,-3.2%,-6.3%,3.9%,4.8%,
N#Cc1nc(Cc2cccc3ccccc23)oc1NCC1CCCO1 (stereo not drawn),1.0%,0.7%,-2.0%,-5.7%,-1.4%,-6.7%,35.5%,3.8%,1.3%,
CN(CC(=O)O/N=C(\N)c1ccc([N+](=O)[O-])cc1)S(=O)(=O)c1ccccc1,-4.0%,-3.9%,0.1%,-1.0%,-15.2%,-0.3%,-4.7%,1.7%,-0.3%,
CCOC(=O)c1nc2c(ccc3ccccc32)cc1C,7.1%,/,-0.6%,-8.6%,/,/,4.2%,/,0.2%,
CCOC(=O)C1CCN(CC(O)COCc2ccc(Cl)cc2)CC1 (stereo not drawn),5.3%,10.3%,0.3%,-7.0%,-0.9%,/,5.8%,-0.8%,4.2%,
O=c1ncn(-c2cccc([N+](=O)[O-])c2)c2ccccc12,7.5%,8.5%,/,/,1.5%,/,/,1.4%,/,
Cc1ccc(S(=O)(=O)N2CCC(C(=O)N[C@@H](C)C(=O)NCC3CCCO3)CC2)cc1 (stereo partly drawn),-0.9%,8.0%,2.9%,0.1%,3.2%,-7.4%,0.2%,-1.4%,-6.1%,
CC(=O)c1sc(NC(=O)Cc2c(F)cccc2Cl)nc1C,9.4%,5.2%,0.7%,-1.9%,-9.8%,/,10.3%,3.4%,1.0%,
CCCCOC(=O)c1ccc(NC(=S)NC(=O)c2ccco2)cc1,6.8%,-2.8%,-2.7%,-5.4%,2.6%,/,-8.7%,0.3%,-4.4%,
CCCCSCCCNC(=O)c1cn(C)c2ccc(S(=O)(=O)N3CCCC3)cc2c1=O,11.9%,3.9%,0.3%,-9.2%,-5.3%,/,-0.5%,2.0%,2.2%,
CCN(CC)C(=O)CSc1n[nH]c(=S)n1N,17.8%,22.0%,-2.5%,-4.7%,-6.3%,/,?,3.6%,17.9%,
Cc1ccc(S(=O)(=O)N(C)CC(=O)O/N=C(\N)c2cccc(Br)c2)cc1,18.8%,2.5%,0.0%,-6.3%,5.2%,/,2.9%,0.1%,9.2%,
CCOC(=O)c1c(-c2ccccc2)oc2ccc(O)c(CN(C)C)c12,-3.8%,-5.8%,0.8%,-8.4%,-2.4%,0.1%,7.4%,-1.1%,6.3%,
Cn1c(=O)c2c(O)c(C=Nc3ccc(F)cc3)c(=O)n(C)c2n(C)c1=O,12.0%,/,0.3%,-5.5%,/,/,-9.9%,3.5%,1.1%,
CCCc1c(-c2ccc(O)cc2)nn(-c2ccc(O)cc2)c1-c1ccc(O)cc1,17.4%,6.9%,-2.5%,-1.3%,-9.0%,/,14.7%,17.9%,-1.3%,
CN1CCC(N(C)C(=S)NCCc2ccccc2)CC1,31.8%,7.1%,-1.3%,-6.5%,6.0%,-1.7%,-16.1%,-0.6%,2.6%,
C/C(=N/NC(=O)CCCOc1ccc(Cl)cc1Cl)c1ccc(C)o1,4.0%,4.0%,-0.8%,1.2%,-4.5%,-1.4%,?,2.4%,0.1%,
Cc1ccc(CCNC(=O)C2CC(c3ccccc3[N+](=O)[O-])=NO2)cc1 (stereo not drawn),4.5%,5.5%,-4.6%,-6.2%,-8.2%,-2.0%,-2.5%,0.5%,-3.8%,
O=C(/C=C/c1ccco1)OCC1CCCN2CCCCC12 (stereo not drawn),20.3%,4.0%,-0.8%,-3.4%,-5.9%,-5.8%,-17.9%,-1.3%,-3.4%,
O=C(Nc1cccc(Cl)c1)c1ccc(-n2cncn2)c([N+](=O)[O-])c1,4.5%,8.7%,-1.1%,1.3%,-7.8%,-4.4%,5.1%,20.1%,-1.2%,
CN(C)CCNC(=O)c1cc(Br)ccc1Cl,9.6%,4.4%,-0.9%,-7.2%,-5.6%,-3.6%,-4.3%,1.0%,-0.9%,
O=C(O)CN1C(=O)/C(=C/C=C/c2ccccc2)SC1=S,29.7%,9.1%,42.3%,-3.1%,24.8%,-6.8%,-6.7%,0.3%,-8.4%,
Cc1ccnc(NC(=O)c2ccccc2NC(=O)C(C)(C)C)c1,10.4%,5.8%,2.0%,-2.3%,1.6%,3.9%,13.5%,0.6%,15.3%,
Nc1ccc(O)cc1C(=O)OCC(=O)c1ccc(C2CCCCC2)cc1,11.5%,13.7%,64.4%,10.8%,2.5%,-12.2%,46.3%,3.4%,14.5%,
O=C(CNS(=O)(=O)c1cccc(Cl)c1)Nc1ccc(-c2nc3ccccc3s2)cc1,9.6%,12.7%,1.4%,-9.0%,-9.4%,-11.6%,38.3%,1.0%,15.1%,
CCN1C(=O)CS/C1=C(\C#N)S(=O)(=O)c1ccccc1,-5.6%,7.6%,3.3%,-4.1%,-39.5%,-11.1%,?,2.4%,-3.1%,
CC1CC/C(=N/Nc2ccccc2)C(=O)N1 (stereo not drawn),0.7%,8.8%,1.7%,0.0%,-5.8%,-1.3%,0.3%,0.7%,1.1%,
O=C(CSc1nnnn1-c1ccccc1)Nc1ncc2c(n1)CC(c1ccco1)CC2=O (stereo not drawn),14.8%,16.8%,4.5%,3.6%,5.9%,-11.0%,-6.6%,0.4%,-4.3%,
CC(=O)Oc1ccc2nc(/C=C/c3ccc(C=O)cc3)oc(=O)c2c1,2.2%,12.4%,2.4%,-7.1%,4.6%,/,39.5%,2.8%,8.0%,
COc1cc(C2C(C#N)=C(N)Oc3n[nH]c(C)c32)ccc1OC(=O)c1ccccc1 (stereo not drawn),3.5%,15.6%,1.8%,-9.3%,0.0%,-6.1%,9.4%,10.8%,1.5%,
O=C(Cn1nnc(-c2ccncc2)n1)N1CCc2ccccc21,5.4%,2.1%,0.1%,-10.3%,-7.8%,-3.3%,5.6%,5.6%,-0.6%,
O=C(COc1cccc2c1CCN(Cc1ccc(Br)cc1)C2=O)N1CCOCC1,-18.9%,6.2%,1.6%,-4.2%,-8.8%,-2.9%,-9.1%,11.7%,-0.7%,
Cn1cccc1CC(=O)NNC(=S)Nc1ccc(Cl)cc1Cl,38.2%,-6.7%,51.6%,1.4%,11.8%,-3.4%,31.8%,0.5%,13.3%,
O=C(c1cccs1)N1CCN(c2nc3ccc([N+](=O)[O-])cc3s2)CC1,12.1%,5.2%,/,/,7.2%,/,/,-0.5%,/,
OCCC1CN(Cc2nc3ccccc3s2)CCN1C1CCCC1 (stereo not drawn),11.4%,-3.0%,-1.1%,-4.2%,0.0%,-8.1%,-5.9%,0.2%,-5.7%,
CC(C)Oc1cccc(C(=O)O)c1,6.6%,4.6%,0.3%,-3.0%,-6.8%,-4.3%,10.7%,4.9%,-3.0%,Dengue-2 NS5 capping pilot replicate=1.7
